EBNA-1 inhibitor: blocks EBNA-1 binding to DNA; EBNA-1 DNA binding, fluorescence polarization; inhibition, % at 14.8 µM; actives 0.34% (n = 300,000); AID 1950; in the data active means inhibition above about 28%
LYPLA1 inh: counter-screen for PME1 inhibitors: inhibitors of human LYPLA1; inhibition, % at 5.9 µM; recombinant LYPLA1, FP-Rh probe fluorescence polarization; AID 2174; actives 0.16% (n = 320,000); O75608;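 active means inhibition above the mean of all tested compounds plus 3 SD, set per campaign, cut at about 14% in these data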;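 further: inhibitors block serine hydrolase probe labeling of LYPLA1 so polarization falls; 0% = enzyme with DMSO and 100% = wells lacking LYPLA1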
Target sequence (O75608 whole entry, looked up): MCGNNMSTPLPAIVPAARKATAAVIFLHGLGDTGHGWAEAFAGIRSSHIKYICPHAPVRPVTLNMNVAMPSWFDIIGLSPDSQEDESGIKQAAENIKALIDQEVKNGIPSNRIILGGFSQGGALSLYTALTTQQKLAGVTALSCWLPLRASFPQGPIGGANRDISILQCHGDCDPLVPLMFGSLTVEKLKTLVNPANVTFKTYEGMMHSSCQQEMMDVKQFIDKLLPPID
ZTA DNA inh: counter-screen for EBNA-1 inhibitors: inhibitors of Epstein-Barr virus ZTA | P03206 | ZTA-DNA binding, fluorescence polarization | inhibition, % at 11 µM | actives 0.15% (n = 320,000); in the data active means inhibition above about 33%
GSTO1 counter: blocks human GSTO1 in RBBP9 counter-screen. recombinant GSTO1, activity-based probe fluorescence polarization. P78417. actives 1.1% (n = 300,000). AID 1974. inhibition, % at 5.96 µM;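 active means inhibition above the campaign mean inhibition plus 3 SD, cut at about 35% in these data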;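 further: 0% = GSTO1-1 with DMSO and 100% = wells lacking GSTO1-1 enzyme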
Target sequence (P78417 whole entry, looked up): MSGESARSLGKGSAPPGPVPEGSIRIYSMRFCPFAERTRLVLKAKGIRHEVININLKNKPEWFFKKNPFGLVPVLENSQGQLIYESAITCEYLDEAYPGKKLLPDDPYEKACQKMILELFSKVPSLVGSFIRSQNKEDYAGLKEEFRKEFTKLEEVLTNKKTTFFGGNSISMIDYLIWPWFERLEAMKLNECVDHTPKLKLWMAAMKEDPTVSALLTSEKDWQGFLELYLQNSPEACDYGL
PAFAH1B3 inh: blocks human PAF acetylhydrolase 1B catalytic subunit 3; Q15102; recombinant PAFAH1B3, FP-rhodamine probe, fluorescence polarization; inhibition, % at 3.39 µM; actives 0.28% (n = 340,000); AID 492972;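 active means inhibition above the screen-wide average of all tested compounds plus 3 SD, cut at about 25% in these data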;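 further: 0% = enzyme with DMSO only and 100% = wells lacking PAFAH1B3 protein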
Target sequence (Q15102 whole entry, looked up): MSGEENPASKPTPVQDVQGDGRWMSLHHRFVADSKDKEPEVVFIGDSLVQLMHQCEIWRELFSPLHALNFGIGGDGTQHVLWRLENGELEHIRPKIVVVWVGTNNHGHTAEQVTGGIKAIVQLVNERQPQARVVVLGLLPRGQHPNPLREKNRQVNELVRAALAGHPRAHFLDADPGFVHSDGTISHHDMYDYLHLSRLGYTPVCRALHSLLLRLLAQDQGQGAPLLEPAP
PREPL inhibitor: inhibitors of human prolyl oligopeptidase-like enzyme PREPL; Q4J6C6; recombinant PREPL, fluorescence polarization activity-based probe; inhibition, % at 5.96 µM; actives 0.68% (n = 320,000); in the data active means inhibition above about 43%;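 further: 0% = enzyme with DMSO and 100% = wells lacking enzyme; many of its hits are not listed in these tables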
PAD4 inh: PAD4 (human) enzyme inhibition; actives 0.41% (n = 330,000); Q9UM07; inhibition, % at 6.36 µM; recombinant PAD4, RCA probe fluorescence polarization;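 active means percent inhibition above a cutoff equal to the mean of all tested compounds plus 3 SD, cut at about 15% in these data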;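 further: 0% = PAD4 with RCA probe and DMSO and 100% = probe without PAD4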
PAFAH2 inh: PAFAH2 (human) inhibition | recombinant PAFAH2, FP-rhodamine activity probe, fluorescence polarization | inhibition, % at 3.39 µM | Q99487 | actives 0.99% (n = 340,000) | AID 492956;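 active means inhibition above the mean over all tested compounds plus 3 SD, cut at about 30% in these data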;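 further: inhibitors block probe labeling of enzyme so polarization drops; 0% = enzyme with DMSO and 100% = wells lacking PAFAH2 protein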
LYPLA2 inh: counter-screen for PME1 inhibitors: inhibitors of human LYPLA2. O95372. recombinant LYPLA2, FP-Rh probe fluorescence polarization. inhibition, % at 5.9 µM. actives 0.38% (n = 320,000). AID 2177;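 active means inhibition above the screen-wide mean plus 3 SD, limit set per campaign, cut at about 26% in these data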;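 further: 0% = LYPLA2 with DMSO and 100% = wells lacking LYPLA2 enzyme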
Target sequence (O95372 whole entry, looked up): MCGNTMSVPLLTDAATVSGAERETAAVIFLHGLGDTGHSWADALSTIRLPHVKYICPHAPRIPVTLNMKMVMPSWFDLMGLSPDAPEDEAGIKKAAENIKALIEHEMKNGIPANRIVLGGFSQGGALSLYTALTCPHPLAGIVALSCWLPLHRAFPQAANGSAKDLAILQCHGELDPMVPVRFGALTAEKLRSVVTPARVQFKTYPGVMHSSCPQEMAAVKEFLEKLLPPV
An asterisk follows results filed as active; x = not tested or not shown.

SMILES	EBNA-1 inhibitor	LYPLA1 inh	ZTA DNA inh	GSTO1 counter	PAFAH1B3 inh	PREPL inhibitor	PAD4 inh	PAFAH2 inh	LYPLA2 inh
COc1ccc(C2NC(=O)NC(c3ccccc3)=C2c2nc3ccccc3s2)cc1 (stereo not drawn)	7	-1	14	4	2	7	-2	3	2
Cn1cc(CN2C[C@]3(C)C[C@H]2CC(C)(C)C3)c(-c2ccc3c(c2)OCCO3)n1	0	-1	10	-5	6	31	-4	5	1
CCOC(=O)CNC(=S)N(Cc1ccccc1)Cc1ccccc1F	3	0	3	0	7	7	-3	7	-3
COc1cccc(NC(=S)N(CCCN2CCOCC2)Cc2cn(C)c3ccccc23)c1	4	3	-4	0	1	0	-1	-5	0
COc1ccccc1OCCNC(=O)c1cccc(S(=O)(=O)N2CCN(C)CC2)c1	6	-7	-1	2	6	1	-1	2	0
O=C1Nc2ccc(Br)cc2/C1=C/C1CC=CCC1 (stereo not drawn)	-22	-1	5	0	7	10	4	3	-4
Cc1ccc(NCc2n[nH]c(=S)n2-c2ccccc2)c(C)c1	-10	-2	13	6	4	-4	-7	1	-12
NNc1cc([N+](=O)[O-])cc2c1C(=O)N(Cc1ccccc1)S2=O (stereo not drawn)	-2	2	14	8	12	2	0	18	13
Cc1ccc2c(c1)N(CCC(=O)NC1CC1)C(=O)C(C)O2 (stereo not drawn)	2	-3	4	3	0	7	2	-7	5
O=C(CCCn1c(=S)[nH]c2cc3c(cc2c1=O)OCO3)N1CCN(c2ccc(F)cc2)CC1	-6	3	6	2	6	-140	0	11	4
O=C(CSc1ncn[nH]1)Nc1nc(-c2ccccc2)ns1	-1	-1	4	6	5	-1	-4	-2	-2
COc1ccc(C2C(C(=O)c3ccccc3)=C(C)Nc3nc4ccccc4n32)c(OC)c1 (stereo not drawn)	3	-1	2	5	-3	3	-1	-3	0
Cc1noc(C)c1C(=O)NC(C)c1ccc(Cl)cc1Cl (stereo not drawn)	-4	-1	17	11	3	-16	-1	7	-5
Cc1ccc(NC(=O)CN(C)C(=O)Cn2cc(C(F)(F)F)ccc2=O)cc1	7	-4	15	-1	3	4	3	6	-1
COc1ccccc1CN1CC(C(=O)N(CCO)Cc2cccs2)CCC1=O (stereo not drawn)	6	0	18	7	5	1	-3	-1	7

Six records drawn at random from the list so far:
SMILES	EBNA-1 inhibitor	LYPLA1 inh	ZTA DNA inh	GSTO1 counter	PAFAH1B3 inh	PREPL inhibitor	PAD4 inh	PAFAH2 inh	LYPLA2 inh
Cc1ccc(NCc2n[nH]c(=S)n2-c2ccccc2)c(C)c1	-10	-2	13	6	4	-4	-7	1	-12
O=C(CCCn1c(=S)[nH]c2cc3c(cc2c1=O)OCO3)N1CCN(c2ccc(F)cc2)CC1	-6	3	6	2	6	-140	0	11	4
COc1ccc(C2NC(=O)NC(c3ccccc3)=C2c2nc3ccccc3s2)cc1 (stereo not drawn)	7	-1	14	4	2	7	-2	3	2
Cn1cc(CN2C[C@]3(C)C[C@H]2CC(C)(C)C3)c(-c2ccc3c(c2)OCCO3)n1	0	-1	10	-5	6	31	-4	5	1
Cc1noc(C)c1C(=O)NC(C)c1ccc(Cl)cc1Cl (stereo not drawn)	-4	-1	17	11	3	-16	-1	7	-5
COc1ccccc1OCCNC(=O)c1cccc(S(=O)(=O)N2CCN(C)CC2)c1	6	-7	-1	2	6	1	-1	2	0

3 compounds from above, ordered by the number in PREPL inhibitor, smallest number first:
Molecule,PREPL inhibitor
O=C(CSc1ncn[nH]1)Nc1nc(-c2ccccc2)ns1,-1
COc1ccc(C2C(C(=O)c3ccccc3)=C(C)Nc3nc4ccccc4n32)c(OC)c1 (stereo not drawn),3
CCOC(=O)CNC(=S)N(Cc1ccccc1)Cc1ccccc1F,7

More records
SMILES	EBNA-1 inhibitor	LYPLA1 inh	ZTA DNA inh	GSTO1 counter	PAFAH1B3 inh	PREPL inhibitor	PAD4 inh	PAFAH2 inh	LYPLA2 inh
O=C(Nc1ccccc1)N(CCc1nc2ccccc2[nH]1)C1CCCC1	-1	1	-16	-6	3	8	2	-5	-1
CC1CC(=O)c2cnc(NCC3CCCO3)nc2C1 (stereo not drawn)	0	1	-12	13	9	10	3	5	5
O=C1OC(Nc2ccc(Cl)cn2)c2ccccc21 (stereo not drawn)	3	2	2	6	6	-1	-4	0	-7
O=C(c1cccs1)N1CCC(c2nc3c(nnn3Cc3c(Cl)cccc3Cl)c(=O)[nH]2)CC1	1	-2	11	-4	7	-8	2	12	-1
Cc1cc(Br)c(S(=O)(=O)NCCN2CCOCC2)cc1C	-10	-1	-14	-1	-2	-5	0	-13	4
CC1CCCCN1C(=O)c1cc(S(=O)(=O)N2CCOCC2)ccc1Cl (stereo not drawn)	x	x	x	x	10	4	-1	1	x
CCN(c1ccccc1)S(=O)(=O)c1ccc(Cl)c(NC(=O)Nc2ccc(Cl)cc2C#N)c1	0	-13	1	-6	5	-43	5	-4	-13
CCCCC(=O)N(CCOC)c1nnc(-c2ccccc2C)s1	1	-6	5	3	5	4	1	-8	-9
COC(=O)c1ccc(CSc2nc3sc4c(c3c(=O)n2C)CCCC4)o1	4	0	4	1	6	7	1	3	-6
O=C(Nc1ccccn1)c1cccc(S(=O)(=O)N2CCCC2)c1	16	1	5	6	-3	-2	-1	-6	3
O=C(O)c1ccc(CN2C(=O)CSC2=S)cc1	1	-22	6	-7	-5	-143	-142	-4	-56
Cc1ccc(S(=O)(=O)NCCC(=O)N2CCCC(C)C2)cc1 (stereo not drawn)	-6	1	1	-2	6	-1	-1	-3	-3
Cc1ccc(CCC(=O)Nc2ccc(C#N)cc2)o1	6	3	4	11	-2	5	5	-1	5
CCc1noc(C)c1C(=O)OCC(=O)Nc1c(F)cccc1F	-5	-2	6	6	7	3	-3	-1	5
CCOc1ncccc1C(=O)N1CCN(C(c2ccccc2)c2ccccc2)CC1	0	1	-11	8	7	5	-5	2	1
Cc1cc(C)c2c(=O)c(C#N)coc2c1	-17	0	-16	30	4	4	-11	2	-5
CN(CC(=O)Nc1cccc(F)c1)C(=O)/C=C/c1ccc(Br)s1	-3	-1	14	9	1	0	-3	-1	-2
CCC(CC)c1nnc(NC(=O)Cc2ccccc2[N+](=O)[O-])s1	-4	1	-11	-2	7	9	-7	7	2
O=C(COC(=O)C1CCC1)NCc1ccccc1Cl	-7	2	4	0	9	12	-5	17	6
CC1(C)c2[nH]c3ccccc3c2C[C@H]2C(=O)N(Cc3cccc(F)c3)C(=O)N21	-1	-7	0	-4	8	19	-3	8	-12
CCOC(=O)Nc1ccc(S(=O)(=O)N(C)C(C)C)cc1	-5	-1	8	5	9	17	1	0	4
O=C(CSC1=NS(=O)(=O)c2ccccc2N1)NCc1ccc(F)cc1	6	0	8	3	-5	-4	-2	27	3
COc1ccc(Br)cc1C(=O)NC(=S)Nc1ccc(Cl)c(C(=O)O)c1	7	-4	13	-8	17	-8	-9	-3	-2
CC1CCN(Cc2c(C(=O)O)nnn2-c2nonc2N)CC1	-4	-1	6	-3	3	0	0	-2	-2
CCOC(=O)C(NC(=O)CC)(Nc1nc2c(s1)CCCC2)C(F)(F)F (stereo not drawn)	7	1	-9	4	13	-1	-12	-3	-3
CC(=O)Nc1ccc(NS(=O)(=O)c2cn(C)c(=O)n(C)c2=O)cc1	11	-2	8	-1	-5	-13	1	-5	-2
COc1ccc(CCn2c(N3CCOCC3)nc3c2c(=O)[nH]c(=O)n3C)cc1	18	0	-5	3	4	4	5	7	1
C=CCSc1nnc(NC(=O)Cc2ccc(OC)c(OC)c2)s1	4	-2	-1	0	6	1	-4	4	-3
COC(=O)c1ccn(CSc2cc(Cl)ccc2Cl)n1	x	1	-4	x	2	-19	4	17	8
CCN(C(=O)COC(=O)CSc1ccccc1)c1c(N)n(Cc2ccccc2)c(=O)[nH]c1=O	-7	-4	5	-10	9	-4	6	-1	-5

Looked up above.
PAFAH2 inh with `O=C(COC(=O)C1CCC1)NCc1ccccc1Cl` → 17
LYPLA2 inh with `COC(=O)c1ccn(CSc2cc(Cl)ccc2Cl)n1` → 8
EBNA-1 inhibitor with `COc1ccc(CCn2c(N3CCOCC3)nc3c2c(=O)[nH]c(=O)n3C)cc1` → 18
PAFAH2 inh with `O=C(CSC1=NS(=O)(=O)c2ccccc2N1)NCc1ccc(F)cc1` → 27
ZTA DNA inh with `CCN(C(=O)COC(=O)CSc1ccccc1)c1c(N)n(Cc2ccccc2)c(=O)[nH]c1=O` → 5
GSTO1 counter with `CC(=O)Nc1ccc(NS(=O)(=O)c2cn(C)c(=O)n(C)c2=O)cc1` → -1
PAFAH1B3 inh with `Cc1cc(C)c2c(=O)c(C#N)coc2c1` → 4

More records
SMILES	EBNA-1 inhibitor	LYPLA1 inh	ZTA DNA inh	GSTO1 counter	PAFAH1B3 inh	PREPL inhibitor	PAD4 inh	PAFAH2 inh	LYPLA2 inh
Cc1ccc(C)n1-c1nn(S(=O)(=O)c2ccccc2)c2cccc(F)c12	-13	0	-11	-8	x	11	-4	x	-4
Cc1ccc(S(=O)(=O)c2nc(-c3ccccc3Cl)oc2N(C)C)cc1	-5	-3	5	-2	6	7	-2	0	-6
O=C(N/N=C/c1cccc([N+](=O)[O-])c1)c1cc(-c2ccc3c4c(cccc24)CC3)n[nH]1	-9	0	5	4	-16	20	-3	-4	-9
CCCOc1ccc(N2C(=O)C/C(=C\c3ccccc3)C2=O)cc1	-1	-5	-5	4	x	-7	-2	x	-10
Cc1nc2cc(-c3ccc(Cl)cc3)nn2c(NCCN(C)C)c1C	3	-1	0	-7	3	-66	-1	8	-5
CCCCN(c1nc2ccccc2nc1Cl)S(=O)(=O)c1ccc(C)cc1	-4	-4	-8	-1	0	6	-1	0	-7
COc1ccc(Nc2nc(Cl)c(C=O)s2)cc1	5	-4	-6	3	0	5	-4	-1	-2
O=C(Nc1ccc(Cc2ccncc2)cc1)C1CC1	3	-1	4	-3	1	6	-2	4	-6
Cc1ccc(NC(=O)CCNS(=O)(=O)c2cccs2)cc1F	0	2	5	-3	5	-11	3	3	1
CC1(C)CC(=O)C=C(Nc2ccc3c(c2)OCCO3)C1	11	2	4	0	3	9	-1	-3	10
O=C(COc1ccccc1)OC(C(=O)c1ccccc1)c1ccccc1 (stereo not drawn)	8	-6	4	2	6	-6	-1	3	-5
CCCN(C(=O)c1cn(-c2ccccc2)nc1-c1ccc(OC)cc1)C1CCS(=O)(=O)C1 (stereo not drawn)	-18	3	2	16	9	13	-5	6	1
CC(C)c1[nH]nc2c1C(c1ccc(OC(=O)c3ccco3)cc1)C(C#N)=C(N)O2 (stereo not drawn)	-5	1	-19	3	8	60*	-3	0	2
Cc1ccc(C)c(OCCC(=O)Nc2cc(S(=O)(=O)N3CCCCC3)ccc2C)c1	x	x	x	x	9	8	0	5	x
S=c1[nH]nc(Cc2noc3ccccc23)n1-c1ccccc1	6	7	-1	3	7	23	0	5	7

Assay outcomes deposited in PubChem by The Scripps Research Institute Molecular Screening Center.

This is a subset; rates above refer to the full screens.
